High-throughput results: PubChem, National Center for Advancing Translational Sciences (NCATS)
GCN5L2 inh – blocks human GCN5L2 histone acetyltransferase. Q92830. GCN5L2 HAT assay, ThioGlo1 CoA-SH fluorescence. Potency, µM (titrated, usually from 58.9 µM), without a hit: top-dose activity change, negative = inhibition, actives largely listed as inhibitors. hit rate 0.21% among 390,000. AID 504327
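Fluorescence readout, Ex340nm/Em540nm: ThioGlo1 (50uM final) reacts with free CoA thiol released as 20nM GCN5L2 acetylates H3(1-25) peptide (75uM) using acetyl-CoA (70uM). Compound and enzyme sat 15 min beforehand; 20 min room-temperature reaction.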
FEN1 inh – blocks human flap endonuclease 1 | hit rate 0.35% among 390,000 | AID 588795 | Recombinant FEN1 flap cleavage, fluorescence, 15 min | P39748 | Potency, µM (titrated, usually from 114 µM), inactives show top-dose activity change, negative = inhibition, hits mostly inhibitors; also: nearly all actives have a fitted effect of over 65% in size
Target sequence (P39748 whole entry, looked up): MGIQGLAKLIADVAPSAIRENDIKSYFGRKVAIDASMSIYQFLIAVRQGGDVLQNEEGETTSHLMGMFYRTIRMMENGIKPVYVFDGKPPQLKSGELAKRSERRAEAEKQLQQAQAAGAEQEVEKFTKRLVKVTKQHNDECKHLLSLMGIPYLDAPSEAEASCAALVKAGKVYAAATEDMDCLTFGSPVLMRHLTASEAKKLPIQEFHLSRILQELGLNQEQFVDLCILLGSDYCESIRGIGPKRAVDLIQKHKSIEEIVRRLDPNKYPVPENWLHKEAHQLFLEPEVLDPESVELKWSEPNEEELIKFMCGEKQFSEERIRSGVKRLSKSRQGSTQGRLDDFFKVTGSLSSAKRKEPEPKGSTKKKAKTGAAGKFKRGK
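FEN1 at 10 nM preincubated with compounds 15 min at room temperature, then flap DNA substrate added at 50 nM final. Signal read at 0 and 15 min; concentration-response fitted with four-parameter Hill equation.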
N370S GC mod – N370S glucocerebrosidase modulation, Gaucher chaperone candidate; P04062; N370S GC spleen homogenate, 4MU-glucoside fluorescence; Potency, µM (top dose mostly 59.4 µM), without a hit: top-dose activity change, negative = inhibition, actives largely listed as inhibitors; hit rate 0.092% among 330,000; AID 2101;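 also: 0% = full enzyme activity and -100% = no enzyme basal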
An asterisk follows results filed as active; ? = inconclusive; . = no result given; & = joins results of further samples; [ ] = dose if it differs, or a comment. Calls follow the shape of the dose curve; as a rule, active = well fitted curve in the direction sought with a large enough effect; inconclusive = small, poorly fitted or top-dose-only effect, or another doubt; inactive = no such curve, though single readings can be large; an effect the other way counts as inactive or inconclusive. Unless noted, % is scaled to controls: 0 for no effect and ±100 for the full control effect; potency is read from the fitted curve at half-maximal effect. Some of the compounds tested. The share of hits here may be higher or lower than overall.

Every second line gives: GCN5L2 inh	FEN1 inh	N370S GC mod
> O=C(Nc1ccncc1)c1ccc(C(=O)Nc2ccncc2)cc1
  -6%	-9%	-1%
> O=C(N/N=C/c1cccnc1)c1ccc(NC(=O)c2cccc(Cl)c2)cc1
  -14%	-16%	-2%
> O=C(CSc1n[nH]c(-c2ccco2)n1)N1c2ccccc2Sc2ccccc21
  -10%	-18%	6%
> COc1cc(Cl)c(NS(=O)(=O)c2ccc(-c3ccc(=O)[nH]n3)o2)c(OC)c1
  -23%	-1%	-13%
> CN(C(=O)COC(=O)C1CCN(S(=O)(=O)c2c(Cl)cccc2Cl)CC1)C1CCCCC1
  -6%	7%	-3%
> C=CCOC(=O)C1=C(C)NC(C)=C(C(=O)OCC=C)C1c1ccc(O)cc1
  -5%	-14%	3%
> COc1ccccc1N1CCN(Cc2ccc(OC)c3ccccc23)CC1
  -5%	-6%	-6%
> Cc1ccc2[nH]c(O)c(N=O)c2c1
  -3%	-2%	3%
> COc1cc(S(=O)(=O)N2CCN(C(=O)c3ccccc3F)CC2)c(OC)cc1NC(C)=O
  1%	-3%	9%
> CS(=O)(=O)c1ccc(Cl)c(NC(=O)CSc2nnc(C3CC3)n2C2CC2)c1
  1%	-5%	.
> COc1ccccc1CNc1ccc(-c2nc(C)no2)cc1[N+](=O)[O-]
  -8%	4%	.
> CC(=O)c1ccc(NC(=O)C2CCCN(C(=O)c3ccc(Cl)cc3)C2)cc1 (stereo unspecified)
  2%	-1%	-6%
> CCN(CC)S(=O)(=O)c1ccc2c(c1)N(CC(=O)NCC1CCCO1)C(=O)CO2 (stereo unspecified)
  -2%	-6%	-17%
> COc1cccc(CN(C(=O)c2oc3ccccc3c2C)C2CCS(=O)(=O)C2)c1 (stereo unspecified)
  0%	4%	.
> COc1ccc(CC(=O)Nc2ccc(S(=O)(=O)Nc3nccs3)cc2)cc1
  -5%	-6%	-4%
> Cc1cccc2cc(CN(C(=O)c3cnccn3)C3CCCCC3)c(Cl)nc12
  -2%	-16%	9%
> CCn1cc(/C=C(\NC(=O)c2ccccc2F)C(=O)NCCN2CCOCC2)c2ccccc21
  -3%	14%	-28%
> O=C1N/C(=N\N=C\c2ccccn2)SC1Cc1cccc(SC(F)F)c1 (stereo unspecified)
  -1%	-1%	-2%
> CCOc1ccc(NC(=O)CSC2=Nc3ccccc3C3=NC(CCC(=O)NCc4ccco4)C(=O)N23)cc1 (stereo unspecified)
  -4%	14%	.
> O=C(Nc1ccc2c(c1)OCCO2)c1ccc(Br)cc1
  -7%	-4%	0%
> CCc1ccc(C(O)(CC(C)C)C(CN2CCOCC2)c2ccccc2)cc1 (stereo unspecified)
  -12%	-17%	-24%
> Cc1cc(C(=O)N2CCCC(N3CCN(c4cccc(Cl)c4)CC3)C2)no1 (stereo unspecified)
  -7%	-1%	-3%
> COc1ccc(/C=C2/C(=O)N=C3SCCN32)cc1
  -2%	-11%	18%
> CCOC(=O)c1c(C)[nH]c(C)c1C(=O)CSc1nnc(-c2ccncc2)n1Cc1ccccc1
  -19%	-4%	-5%
> COc1ccccc1CNC(=O)COc1cccc(-n2cnnn2)c1
  -1%	0%	-27%
> O=C(Nc1ccccc1)/C(=C/c1ccc([N+](=O)[O-])cc1)NC(=O)c1ccco1
  -4%	6%	-4%
> O=C(CN1CCOCC1)N/N=C/c1c(O)ccc2ccccc12
  -1%	4%	-1%
> Cc1nc(CS(=O)(=O)c2ccc(Cl)cc2)cc(N2CCOCC2)n1
  -3%	-5%	0%
> Cc1nc(SCc2ccc(C(=O)O)cc2)c2c(C)c(C)sc2n1
  -4%	-21%	23%
> Cc1ccc(C)c(N2CCN(S(=O)(=O)c3ccc4c(c3)CCN4C(=O)CCC(=O)O)CC2)c1
  -8%	10%	4%

A different layout for 6 compounds above.
mol	GCN5L2 inh	FEN1 inh	N370S GC mod
CCc1ccc(C(O)(CC(C)C)C(CN2CCOCC2)c2ccccc2)cc1 (stereo unspecified)	-12%	-17%	-24%
Cc1ccc(C)c(N2CCN(S(=O)(=O)c3ccc4c(c3)CCN4C(=O)CCC(=O)O)CC2)c1	-8%	10%	4%
COc1ccc(/C=C2/C(=O)N=C3SCCN32)cc1	-2%	-11%	18%
O=C(Nc1ccccc1)/C(=C/c1ccc([N+](=O)[O-])cc1)NC(=O)c1ccco1	-4%	6%	-4%
COc1ccccc1CNC(=O)COc1cccc(-n2cnnn2)c1	-1%	0%	-27%
CS(=O)(=O)c1ccc(Cl)c(NC(=O)CSc2nnc(C3CC3)n2C2CC2)c1	1%	-5%	.

Some of the entries so far, with values ahead of the structure.
GCN5L2 inh | FEN1 inh | N370S GC mod | smiles
-8% | 4% | . | COc1ccccc1CNc1ccc(-c2nc(C)no2)cc1[N+](=O)[O-]
2% | -1% | -6% | CC(=O)c1ccc(NC(=O)C2CCCN(C(=O)c3ccc(Cl)cc3)C2)cc1 (stereo unspecified)
-2% | -6% | -17% | CCN(CC)S(=O)(=O)c1ccc2c(c1)N(CC(=O)NCC1CCCO1)C(=O)CO2 (stereo unspecified)

New compounds follow
Every second line gives: GCN5L2 inh	FEN1 inh	N370S GC mod
> Cc1nonc1OCCn1c([N+](=O)[O-])cnc1C
  -4%	-10%	-5%
> Cc1cc(C)c(S(=O)(=O)N2CCN(c3nc4c(c(=O)n(C)c(=O)n4C)n3C)CC2)c(C)c1
  -1%	.	0%
> COc1ccc(S(=O)(=O)Nc2ccc(NC(C)=O)cc2)cc1[N+](=O)[O-]
  10%	-5%	-1%
> CC(C)N1C(=O)CC(Nc2ccc(N3CCOCC3)cc2)C1=O (stereo unspecified)
  -3%	1%	.
> Cc1cccc(Cc2c(C)[nH]c(=O)c(C#N)c2C)c1
  -2%	19%	4%
> CC(C(=O)N1CCc2ccccc21)N(C)CC(=O)Nc1ccc(F)cc1 (stereo unspecified)
  1%	10%	.
> Cc1noc(C)c1S(=O)(=O)N(C)CC(=O)NCc1ccccc1
  -16%	-1%	2%
> CCc1ccc(OCC(=O)N(Cc2cccs2)c2ccc(Cl)cc2)cc1
  -20%	-1%	.
> O=C(Cn1ncn2c(cc3sccc32)c1=O)NC1CCCC1
  -7%	-3%	-1%
> Cc1cccc(OCCCSc2nc(-c3ccc(C(C)(C)C)cc3)nc3cc(=O)[nH]n23)c1C
  ?	?	.
> O=C(Oc1ccc(-c2ccccc2)cc1)N1CCCCC1
  .	-6%	2%
> CCN1CCN(C(c2cccs2)C(C)NC(=O)c2cccc(OC)c2OC)CC1 (stereo unspecified)
  -4%	2%	-13%
> COc1ccc(CN2CCN(CCc3ccccc3)C(CCO)C2)cc1Cn1cncn1 (stereo unspecified)
  -7%	-9%	-16%
> Cc1cc(OCCN2CCOCC2)ccc1[N+](=O)[O-]
  -3%	2%	-13%
> N/C(COc1ccc(C(=O)O)cc1)=N\O
  -1%	-4%	1%
> CS(=O)(=O)c1ccccc1-c1nnc(NC(=O)c2cccc(N3C(=O)CCC3=O)c2)o1
  0%	-11%	-20%
> COc1cc(/C=c2\s/c(=C\C(=O)C(C)(C)C)[nH]c2=O)cc(OC)c1OC
  -12%	-14%	-16%
> COCCNC(=O)/C(C#N)=C/c1ccc(OCC(=O)NC2CCCCC2)cc1
  -11%	1%	0%
> CCOc1ncccc1C(=O)OCC(=O)c1ccc(Br)s1
  -7%	-7%	.
> CCOC(=O)c1cc(-c2ccc(OC)cc2)n(CCC(=O)Nc2nc3ccc(OCC)cc3s2)c1C
  -6%	-22%	.
> CCn1c(C(=O)O)c(CC(=O)Nc2cccc(C(F)(F)F)c2)c2ccccc21
  16%	-2%	-3%
> CCc1ccc(OCC(=O)NC(Cc2c[nH]c3ccccc23)C(=O)O)cc1 (stereo unspecified)
  -9%	14%	.
> CCOC(=O)c1c(N)sc(C(O)(C(F)(F)F)C(F)(F)F)c1-c1ccc(Cl)cc1
  -6%[0.501 µM]	-24%	-7%
> COCC(C)N1CCC(Oc2ccc(C(=O)N3CCCC3)cc2)CC1 (stereo unspecified)
  0%	1%	3%
> Cc1ccc(CNC(=O)CCS(=O)(=O)c2cc3c4c(c2)CCN4C(=O)CC3)cc1
  -2%	-4%	.
> COc1ccc(C(=O)Nc2nnc(-c3ccco3)s2)cc1
  -3%	-10%	-17%
> Cc1ccc(NC(=O)C(=O)NCCN2CCN(S(C)(=O)=O)CC2)cc1C
  8%	19%	2%
> CCOC(=O)c1cnc2ccc(OCC)cc2c1N1CCN(c2cccc(Cl)c2)CC1
  -4%	7%	.
> NC(=O)c1ccc(C(F)(F)F)n(Cc2c(Cl)cccc2Cl)c1=O
  -11%	-7%	0%
> Cc1sc2nc(C3CCCCC3)nc(SCC(=O)N3CC(=O)Nc4ccccc43)c2c1C
  -7%	-19%	-1%

An excerpt from above in order of length of the SMILES, low to high.
Every second line gives: GCN5L2 inh	FEN1 inh	N370S GC mod
> CCOc1ncccc1C(=O)OCC(=O)c1ccc(Br)s1
  -7%	-7%	.
> CCOC(=O)c1cnc2ccc(OCC)cc2c1N1CCN(c2cccc(Cl)c2)CC1
  -4%	7%	.
> CCn1c(C(=O)O)c(CC(=O)Nc2cccc(C(F)(F)F)c2)c2ccccc21
  16%	-2%	-3%

(list continues)
Every second line gives: GCN5L2 inh	FEN1 inh	N370S GC mod
> COCC(=O)NC(C)c1nc2ccccc2[nH]1 (stereo unspecified)
  -3%	-5%	-5%
> C/C(=N\NC(=O)CNc1cccc(C(F)(F)F)c1)c1cccc(Br)c1
  -7%	-8%	7%
> COc1ccc(NC(=O)c2cc(-c3cccnc3)nc3c(C)c(C)ccc23)c(OC)c1
  -6%	7%	9%
> Cc1ccc(C(=O)NCCNC(=O)COc2ccc(C)c(C)c2)cn1
  -1%	2%	-5%
> COc1ccc(OC)c(N(CC(=O)Nc2cccnc2)S(=O)(=O)c2ccc(C)cc2)c1
  -1%	9%	-5%
> Cc1ccc(NC(=O)COC(=O)CCc2c(C)nc3ncnn3c2C)cc1
  3%	-9%	.
> COCCCN1C(=O)C(=O)/C(=C(/O)c2ccc(S(=O)(=O)N3CCCCC3)cc2)C1c1ccc(O)cc1 (stereo unspecified)
  -12%	4%	1%
> Cc1cccc(NC(=O)COC(=O)C2COc3ccccc3O2)c1C (stereo unspecified)
  1%	-5%	.
> O=C1CC(c2ccccc2)CC(O)=C1C=NC1CCCCC1 (stereo unspecified)
  -4%	7%	-18%
> Cc1cccc(CN2CCCC(C(=O)N3CCCCC3)C2)c1 (stereo unspecified)
  2%	-15%	-13%
> COc1ccccc1NS(=O)(=O)c1ccc(C(=O)N2CCN(c3ccccc3)CC2)cc1
  -8%	-6%	.
> O=C(Nc1ccc([N+](=O)[O-])cn1)c1ccc2c(c1)OCO2
  -7%	0%	15%
> COCC1CCN(Cc2nc(COc3ccccc3)no2)C1 (stereo unspecified)
  -20%	-9%	20%
> CC(=O)N1CCc2cc(CNS(=O)(=O)c3ccc(C(C)(C)C)cc3)ccc21
  2%	3%	.
> Cc1ccccc1C(=O)Nc1ccccc1OCc1cc(=O)n2ccccc2n1
  -6%	-9%	.
> CNS(=O)(=O)Cc1ccc2[nH]cc(CCN(C)C)c2c1
  0%&-24%	4%&3%	-10%&8%
> Cc1ccc2cc(C(c3nnnn3C3CCCC3)N(Cc3ccco3)Cc3cccs3)c(=O)[nH]c2c1 (stereo unspecified)
  -7%	-21%	?
> COC(=O)CN1C(=O)[C@H]2[C@@H](c3ccc(C)o3)N3C(=O)CN(Cc4ccccn4)C(=O)[C@@]3(Cc3ccccc3)[C@H]2C1=O
  -6%	14%	0%
> Nc1nnc(/C=C/c2cccc([N+](=O)[O-])c2)s1
  3%	20%	0%
> CC(/C=N/NC(=O)c1cc(C(C)(C)C)[nH]n1)=C\c1ccccc1
  -4%	5%	3%
> CCOc1ccc(CCNC(=O)Cn2ncn3c(cc4sc(C)cc43)c2=O)cc1OCC
  -2%	2%	.
> CCOc1ccc(C(=O)N/N=C/c2cc(Cl)ccc2[N+](=O)[O-])cc1
  -21%	-12%	7%
> COc1ccc(/C=N/NC(=O)COc2ccc3ccccc3c2)c(C(=O)O)c1OC
  3%	1%	-6%
> O=C(COC(=O)c1cccnc1Cl)Nc1nc(-c2ccccc2)cs1
  10%	3%	5%
> O=C(CCN1C(=O)C2C3CCC(C3)C2C1=O)Nc1ccc(F)cc1 (stereo unspecified)
  -5%	-11%	-10%
> CN(C)c1ccc(C2Nc3cccc4cccc(c34)N2)cc1
  -3%	-3%	-5%
> Cn1c(CSCc2ccccc2Cl)n[nH]c1=S
  -15%	21%	7%
> COc1cc2ncnc(NCc3ccc(Cl)cc3)c2cc1OC
  2%	-14%	6%
> COc1cccc(CN2CCC(Oc3ccc(C(=O)N4CCCCC4)cc3)CC2)c1O
  ?	0%	1%
